HCT116 survival: survival after telomere uncapping, modulators, primary screen, cell-based (AID 1259312). 4,500 tested, 4.5% active. HCT116 + Ad-hTR-mut, survival, MTT, 5 d; hits give high values. fold change at 10 µM;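 active means cell survival measured by absorbance rises more than 2.5-fold over infected cells without compound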;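 further: virus expresses mutant telomerase RNA that uncaps telomeres and kills cells; compound added 2 days after infection so exposure lasts 3 days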
Active calls of the source: *; i = inactive; & = joins results of further samples. This is a subset; the hit share may differ from the screen's.

SMILES | HCT116 survival
CC1=C(Br)C(=O)C(C(C)C)=C/C1=C(/c1ccccc1S(=O)(=O)O)c1cc(C(C)C)c(O)c(Br)c1C | i
CC1=NN(c2ccccc2)C(=O)/C1=C\c1cn(-c2ccccc2)nc1C12CC3CC(CC(C3)C1)C2 | -2.1
Nc1nc2c(ncn2[C@H]2C[C@H](O)[C@@H](COP(=O)(O)O)O2)c(=O)[nH]1 | i
c1ccc(-n2nnnc2SCSc2nnnn2-c2ccccc2)cc1 | 3.7*
Nc1nnc(SCc2nc3ccccc3n2Cc2ccccc2)s1 | -1.2
O=S(=O)(c1ccccc1)c1ccsc1 | -1.1
COc1cccc(OCCSc2nc3ccccc3c(=O)[nH]2)c1 | i
Oc1ccc2c(c1)c1c3n2CCNC3CCC1 (centres undefined) | -1.1
CCCCCCC1(C)OCO/C1=C\C[N+](C)(C)C (centres undefined) | -1.6
O=C(N=Nc1c(O)[nH]c2ccccc12)c1ccccn1 | i
CC(C)(C)Sc1c(Br)cccc1Br | -2.3
CC1=CC(=O)CC(C)(C)C1(O)/C=C/C(C)=C\C(=O)O (centres undefined) | 1.5
CC(=O)c1c(C)cc(C)c(CSc2nnc(-c3ccc(Cl)cc3)o2)c1C | -1.3
CN=C1S/C(=C/c2cn(Cc3ccc(F)cc3)c3ccccc23)C(=O)N1C | -1.3
Nc1nc2c(ncn2COCCO)c(=O)[nH]1 | i
NCc1nc2ccc(Cl)cc2[nH]1 | -1.4
O[C@@H]1COC2C1OC[C@@H]2O (some centres undefined) | 1
S=c1[nH]nc(CCc2ccccc2)n1Cc1ccccc1 | 1.3
O=[N+]([O-])c1ccc(N2CCOCC2)c(S(=O)(=O)N2CCOCC2)c1 | -1.1
O=C1NC(=O)c2cc3ccccc3cc21 | 1
OCCSc1nc2ccccc2n1Cc1ccccc1 | 1.1
NC(c1ccccc1)c1cccnc1 (centres undefined) | -1.4
COc1cc2oc(=O)cc(C)c2cc1OC | -2.1
N#Cc1c(-c2ccccc2)cc(-c2ccccc2)nc1SCc1ccccc1 | -1.3
CCN(CC)NC(=S)NC1CCCCC1 | -1.2
CCC(C)C(=O)N1CCC(C(=O)OC)CC1 (centres undefined) | -1.5
CC(C)c1ccc(NS(=O)(=O)N(C)C)cc1 | -1.4
O=C(Nc1ccc2c(c1)COC2=O)c1ccc2ccccc2n1 | -2.6
O=C(CCn1cnnn1)Nc1nc2cc(OC(F)(F)F)ccc2s1 | 1.2
CN1CC(C(=O)NC23CC4CC(CC(C4)C2)C3)CC1=O (centres undefined) | -2.6

By substructure, the entries above with two or more sulfur atoms.
SMILES | HCT116 survival
c1ccc(-n2nnnc2SCSc2nnnn2-c2ccccc2)cc1 | 3.7*
Nc1nnc(SCc2nc3ccccc3n2Cc2ccccc2)s1 | -1.2
O=S(=O)(c1ccccc1)c1ccsc1 | -1.1

The list goes on:
SMILES | HCT116 survival
O=C(Nc1nncs1)Nc1ccccc1[N+](=O)[O-] | -3
Cc1ccc(S(=O)(=O)NC2CCCC2)cc1 | -1.3
NCC1NCCc2ccccc21 (centres undefined) | -1.4
CC1=C(C(=O)OC2CCCCC2)C(c2ccc(C)o2)C2=C(CCCC2=O)N1 (centres undefined) | 1.3
COc1ccnc2cc(Cl)ccc12 | 1.1
COc1nc(-c2ccc(Cl)cc2)cc(-c2ccc(Cl)cc2)c1C#N | -1.9
O=c1cc(-c2ccc(O)c(O)c2)oc2cc(O)cc(O)c12 | -2.8
CS(=O)(=O)NCCNC(=O)c1nonc1N | -1.3
O=C(c1ccc(O)cc1O)c1ccc(O)cc1O | -1.2
O=C(c1ccc(COc2ccc(Cl)cc2Cl)o1)n1cc(Br)cn1 | -1.2
NC(=O)c1[nH]ncc1[N+](=O)[O-] | 1.1
CN(C)CCCNC(=O)c1ccc2c(c1)OCO2 | 1.2
C=CCn1nnnc1SCc1cccc(CSc2nnnn2CC=C)c1 | -1.4
N#Cc1cc2nnn(-c3cccc4ccccc34)c2cc1C#N | 1.1
CSc1ccc(S(=O)(=O)Nc2ccc3c(c2)OCCO3)cc1 | 1.3
CCOC1(C)OC2CCC(CC)OC2O1 (centres undefined) | 1.5
CNCC(O)c1cccc(O)c1 (centres undefined) | -1
O=[N+]([O-])c1ccc(SC2N=C3CC=CC=C3S2)c([N+](=O)[O-])c1 (centres undefined) | -2.9
c1csc(-c2nc3sc(-c4cccs4)nc3s2)c1 | -2.7
CC(C(=O)O)N1C(=O)Cc2cc(Br)ccc21 (centres undefined) | 1.3

Reformatted with tabs: part of the list above.
structure	HCT116 survival
CNCC(O)c1cccc(O)c1 (centres undefined)	-1
O=[N+]([O-])c1ccc(SC2N=C3CC=CC=C3S2)c([N+](=O)[O-])c1 (centres undefined)	-2.9
c1csc(-c2nc3sc(-c4cccs4)nc3s2)c1	-2.7
CC(C(=O)O)N1C(=O)Cc2cc(Br)ccc21 (centres undefined)	1.3

(list continues)
SMILES | HCT116 survival
CN1C(=O)c2ccc([N+](=O)[O-])cc2C1=O | 1.3
Brc1ccc(C(Br)C(Br)c2ccccc2Br)cc1 (centres undefined) | -3
Cc1nc(-c2c(-c3ccc4c(c3O)OCO4)nc(N)nc2C(F)(F)F)cs1 | i
O=[N+]([O-])c1ccc(Cl)cc1NCCCN1CCOCC1 | -1.5
Nc1nc2ncc(CNc3ccc(C(=O)NC(CCC(=O)O)C(=O)O)cc3)nc2c(=O)[nH]1 (centres undefined) | i
CCOC(=O)c1sc(N2N=C(C)/C(=C\c3ccc(C)s3)C2=O)nc1C | -4.1
CC(=O)N1CCc2cc(S(=O)(=O)NC3CC3)ccc21 | 1.2
Nc1ccc(S(=O)(=O)Nc2ccccc2)cc1 | -1.1
CCOc1ccc(C2C(C#N)=C(N)Nc3oc(C)nc32)c(OCC)c1 (centres undefined) | 1.6
COC(=O)C1=C(C)NC2=C(C(=O)CC(c3cccs3)C2)C1c1ccc(C)s1 (centres undefined) | -1.3
O=C(N1CCOCC1)N1CCc2ccccc21 | -1.3
CS(=O)(=O)c1ccc(Br)cc1 | -1.1
COCCNC(=O)C(=O)NCCC1=CCCCC1 | 1
CC(=O)N1CCCc2cc(S(=O)(=O)NC(C)(C)C)ccc21 | -1.2
O=[N+]([O-])c1ccc2nc(C(F)(F)F)[nH]c2c1 | -1.8
C=CSC(=NCC(=O)CC(=O)OCC)NC#N | 1.2
CCc1sc(-c2c(C#N)c(N)nc3c2CCCC3)cc1Br | -1.2
O=C1/C(=N\Nc2nc(N3CCCCC3)nc(N3CCCCC3)n2)c2cccc3cccc1c23 | 1.1
CS(=O)(=O)N1CCc2cc(S(=O)(=O)NC(c3ccccc3)c3ccccc3)ccc21 | -1
CCCOC(=O)C1=C(C)O[C@]23OC(N)=C(C#N)[C@]12C(=O)c1ccccc13 | -1.2
O=C(CCn1cnnn1)Nn1nnc2ccccc21 | 1.1
CCOC(=O)N1C(N)=C(C#N)C2(CCOCC2)c2[nH]c(COC)nc21 | 2
CN1C(C(=O)Nc2ccccn2)=C(O)c2ccccc2S1(=O)=O | -1.5
O=C(CC(c1ccc(Cl)c(Cl)c1)C1CCCCCCC1=O)c1ccc(Cl)cc1 (centres undefined) | -1.7
CCCCCNC(=O)CC(C)C | 1
COc1ccc(N2CCN(S(=O)(=O)c3ccc4oc5ccccc5c4c3)CC2)cc1 | -1.3
O=[N+]([O-])c1ccccc1S(=O)(=O)n1cnc2ccccc21 | 3.8*
O=c1/c(=C\c2ccco2)sc2nnc(-c3ccccc3)n12 | -1.4
N=C(N=C(N)N)N1CCc2ccccc21 | -1.3
COc1ccc2cc(C#N)c(=O)oc2c1 | -1.2
CCCN(CCC)C(=O)c1c(NC(=O)c2cccs2)sc2c1CCC(C)C2 (centres undefined) | 1.6
COc1ccc(NS(=O)(=O)c2ccc(OC)c(OC)c2)cn1 | 1
Nn1c(C(O)c2ccccc2)n[nH]c1=S (centres undefined) | 1.8
COC(=O)N1CCCc2cc(S(=O)(=O)N(C)CC34CC5CC(CC(C5)C3)C4)ccc21 | 1.1
O=C1CCCCCC1C1(O)C(=O)Nc2ccccc21 (centres undefined) | 1.5
Cc1ccc(OCc2nc(N)nc(N(C)C)n2)cc1C | -1.2
Cn1cnc2ccc([N+](=O)[O-])cc2c1=O | -1.1
C[N+](C)(CC(=O)c1ccc(Cl)cc1)CC12CC3CC(CC(C3)C1)C2 | -2.4
Nc1nonc1C(=O)NCCNc1ccc([N+](=O)[O-])cc1 | -1.3
Brc1ccccc1Cn1nnc(-c2ccccc2)n1 | -1.3
CC1(C)CC(O)N=C1c1ccccc1 (centres undefined) | -1.6
O=C1OCc2cc(NS(=O)(=O)c3cccs3)ccc21 | 1.3
COc1ccc(-c2n[nH]c(=S)o2)cc1OC | -2.1
O=c1ccc2cc3ccoc3cc2o1 | 1.7
Brc1ccc2sc3ccccc3c2c1 | 1.8
CN(C)c1ccc(NC(=O)N2CCOCC2)cc1 | 1.2
O=C1Nc2ccc(S(=O)(=O)O)cc2C1=O | 1.2
COc1cc(C2NC(=O)CCC2[N+](=O)[O-])c(Br)c(OC)c1OC (centres undefined) | 1.2
Nc1ccn(C2OC(COP(=O)(O)O)C(O)C2O)c(=O)n1 (centres undefined) | -1.3&-1
Oc1ccc2ccccc2c1N=Nc1ccccc1 | i
(cont.)
SMILES | HCT116 survival
O=C(O)C1CC=CCC1C(=O)N1CCc2ccccc21 (centres undefined) | -1.1
CCCCOC(=O)Nc1sc2c(c1C(=O)OC)CCC2 | 1
CCCCc1ccc(C2=C(C#N)C(N)=C(C#N)C3=CCCCC32)s1 (centres undefined) | -1.6
Cc1cc(C)c(CSc2nc(N)cc(=O)[nH]2)c(C)c1 | i
CC1(C)CC(=O)/C(=C/c2cccs2)C(C)(C)N1 | -2.6
Cc1csc(NC(=O)C(F)(F)C(F)(F)C(F)(F)C(F)(F)C(F)(F)C(F)(F)C(F)(F)C(F)(F)Cl)n1 | -3.8
NC[C@@H]1O[C@H](O[C@H]2[C@@H](O)[C@H](O[C@@H]3[C@@H](O)[C@H](N)C[C@H](N)[C@H]3O[C@H]3O[C@H](CN)[C@@H](O)[C@H](O)[C@H]3N)O[C@@H]2CO)[C@H](N)[C@@H](O)[C@@H]1O | -1.3
O=[N+]([O-])c1cc(Cl)c2cccnc2c1O | 2
N#C/C(=C/c1cccs1)C(N)=S | -1.3
OCC1(CO)COC(COc2ccccc2)=N1 | -1.1
O=S(=O)(Nc1ccc(Cl)cn1)c1ccc(Br)cc1 | -1.1
O=c1[nH]c(C2=C(O)Cn3c2nc(=O)c2ccccc23)nc2ccccc12 | i
O=S(=O)(c1ccc(Cl)cc1)N1CCc2ccccc21 | 4.4*
CCCC(C)C(=O)NCC(=O)OCC (centres undefined) | -1.2
O=S(=O)(Nc1nc2ccccc2nc1Cl)c1ccccc1 | -1.2
CCCc1[nH]nc2c1C1(CCSCC1)C(C#N)=C(N)O2 | -1.1
Cc1ccc(Cn2cnc([N+](=O)[O-])n2)cc1 | -1.2
CCOC(=O)c1c(NS(C)(=O)=O)sc2c1CCC(C)C2 (centres undefined) | -1.3
Cc1[nH]nc2c1C(c1ccncc1)C(C#N)=C(N)O2 (centres undefined) | 2.5
OCc1ccc(O)c2ncccc12 | -7.7
CN=C1S/C(=C/c2cccn2-c2ccc(N(C)C)cc2)C(=O)N1C | 1
COc1ccc(/C=C2/SC(=N)N(c3nonc3N)C2=O)cc1 | -1.2
O=S(=O)(O)c1cc(-c2nnc(-c3ccccn3)nc2-c2ccc(S(=O)(=O)O)o2)co1 | 1.1
CCOC(=O)/C=C(/C)Nc1nonc1NC(C)=O | -1.2
COCCn1c(C)cc(C=C2C(=O)NC(=S)NC2=O)c1C | -1.1
O=c1n(-c2ccccc2)c(=O)n(Cc2ccon2)n1Cc1ccon1 | -1.6
Cc1cc(C)c2[nH]c(C)c(CN3CCOCC3)c(=O)c2c1 | -1.7
O=C(C(=O)N1CCOCC1)c1c[nH]c2ccccc12 | -1.3
CSc1nsc(SCC(=O)NC(=O)c2ccccc2)n1 | 1
O=c1[nH]cnc2sc3c(c12)CCCC3 | 1.2
CS(=O)(=O)Nc1ccc2c(c1)OCO2 | 1.3
CCOC(=O)/C=C/C(=O)Nc1nccs1 | -1.1
Nc1nc(Cl)c2ncn([C@@H]3O[C@H](CO)[C@@H](O)[C@H]3O)c2n1 | 1.1
CC(C)(C)c1cc(-c2cc(C(C)(C)C)c(O)c(C(C)(C)C)c2)cc(C(C)(C)C)c1O | 1.1
N#CC1=C(N)C(C#N)(C#N)C(c2ccc(Br)cc2)C2CCCC=C12 (centres undefined) | -2.1
c1ccc(CNc2ncnc3nc[nH]c23)cc1 | -1
CN(C)c1ccc(-c2nc3sc(-c4ccc(N(C)C)cc4)nc3s2)cc1 | -2.5
Cc1occc1-c1n[nH]c(=S)n1-c1ccccc1 | -1.2
COc1ccc2cc3[n+](cc2c1OC)CCc1cc2c(cc1-3)OCO2 | -1.3
O=C(N1CCN(c2ccccn2)CC1)C12CC3CC(CC(C3)C1)C2 | -1.5

A draw from above in order of molecular weight, falling.
SMILES | HCT116 survival
O=[N+]([O-])c1ccc(Cl)cc1NCCCN1CCOCC1 | -1.5
CCCCOC(=O)Nc1sc2c(c1C(=O)OC)CCC2 | 1
COc1ccc2cc(C#N)c(=O)oc2c1 | -1.2

Later entries.
SMILES | HCT116 survival
CCOC(=O)c1sc(N2N=C(C)/C(=C\c3cc(C)n(-c4ccc5c(c4)OCO5)c3C)C2=O)nc1C | -1.6
Nc1nc(-c2ccc3c(c2)OCCO3)cs1 | -2.5
NC(=O)NC(CCCN=C(N)N)C(=O)O (centres undefined) | -1.7
COc1ccc(/C=C(\C#N)c2nc(N)c(C#N)c(N)c2C#N)cc1OC | 1.2
CCOC(=O)c1ccc(C2C(C#N)=C(N)Oc3cc(C)oc(=O)c32)o1 (centres undefined) | -1.1
CCCCCCCCCc1nc2ccc(-c3ccc4nc(CCCCCCCCC)oc(=O)c4c3)cc2c(=O)o1 | -1.3
COC1OC(C)C(OCc2ccccc2)C(O)C1O (centres undefined) | 1.9
O=C(CC1NC(=O)N(C2CCCCC2)C1=O)NCC12CC3CC(CC(C3)C1)C2 (centres undefined) | -1.3
CCOc1ccc(OCC)c(C2C3CCCC=C3C(C#N)=C(N)C2(C#N)C#N)c1 (centres undefined) | 1.2

Of the compounds above, these contain a tert-butyl group.
SMILES | HCT116 survival
CC(C)(C)Sc1c(Br)cccc1Br | -2.3
CC(=O)N1CCCc2cc(S(=O)(=O)NC(C)(C)C)ccc21 | -1.2
CC(C)(C)c1cc(-c2cc(C(C)(C)C)c(O)c(C(C)(C)C)c2)cc(C(C)(C)C)c1O | 1.1

From PubChem BioAssay
